T cell modulator = modulates CD8 T cell binding to vesicles; calls only at 7 µM; 2C CD8+ T cell-vesicle binding, flow cytometry; active compounds read low; 330,000 tested, 0.068% active;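 active = response, share of CD8 T cells binding vesicles, and their 90th percentile fluorescence all below set limits, cut at about 80% in these data, passing the limit was not always enough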
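Material: murine 2C transgenic CD8+ T lymphocytes / Also added: QL9-peptide-loaded Drosophila micro-vesicles bearing Ld, ICAM-1 and B7-1 / Schedule: binding step 1.5 h, 37 °C, antibody labelling 20 min, ice / Signal: flow cytometry, PE anti-B7-1 (FL2) versus Alexa647 anti-CD8 (FL8), PFA-fixed / Evaluation: percent CD8+ FL2 mean versus row control / Benchmarks: naked versus QL9-loaded vesicles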
b-catenin transl = beta-catenin nuclear translocation modulation. nuclear translocation activity, % at 5 µM. 190,000 tested, 0.3% active. AID 1665. HeLa beta-catenin nuclear translocation, immunofluorescence imaging;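 active = nuclear translocation activity above 50% at 5 µM, with a well cell count of 50 or more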;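 also: per-cell ratio of nuclear to cytoplasmic median beta-catenin stain intensity; plate controls were DMSO negative control for no effect and GSK-3 inhibitor IX positive control for full effect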
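Test system: human HeLa cells, endogenous beta-catenin. Times: 24 h compound exposure, 37°C. Measured by: beta-catenin immunofluorescence imaging with DAPI.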
MT stabilize HCS = microtubule stabilization, imaging screen | HeLa tubulin immunostaining HCS, 24 h; share of cells brighter than vehicle mean+2SD | % tubulin-high responders, % at 10 µM | 200,000 tested, 0.83% active;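 active = plate Z-score above 3 for both tubulin-high and condensed-nucleus cell shares, with cell loss under 80%, at 10 µM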;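 also: anti alpha tubulin signal scored within the nucleus-defined area of each cell; some results filed as inactive read as strong as hits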
Hep lipid drop = hepatic lipid droplet formation modulation; AML12 mouse hepatocytes, oleate lipid droplets, BODIPY imaging; inhibition, % at 6.5 µM; 240,000 tested, 0.4% active; AID 1656;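 active = lipid droplet intensity inhibited by at least 50%, with more than 500 cells counted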
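material = mouse AML12 hepatocyte cell line, fixed after treatment | also added = 100 µM oleic acid challenge | doses = compound at 6.5 µM only | schedule = overnight exposure | technique = Image-based BODIPY and DAPI two-channel analysis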
PMI inhibition = human PMI inhibitors, high substrate, primary screen, biochemical, fluorescence intensity, high mannose 6-phosphate (AID 1220). recombinant PMI enzyme, coupled fluorescence intensity; higher % means a stronger effect. inhibition, % at 20 µM, or IC50 in µM where a hit was titrated. 190,000 tested, 0.66% active
Autophagy HCS = modulators of autophagy | MEF GFP-LC3 puncta imaging; test concentration mostly 10 µM | calls only at 10 µM (by protocol) | 190,000 tested, 0.98% active;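 active = percentage of spot-positive cells more than 3 SD above its plate mean, without a fluorescence outlier flag or 80% toxicity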;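 also: spot-positive cell cutoff set from DMSO-treated cells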
human PMI inhibition = MPI enzyme activity inhibition – biochemical, fluorescence intensity, coupled assay, primary screen (AID 1209). inhibition, % at 20 µM, or IC50 in µM where a hit was titrated. purified PMI enzyme, coupled fluorescence intensity; higher % means a stronger effect. 190,000 tested, 0.42% active;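 also: plate controls were DMSO vehicle for no effect and wells lacking substrate for full effect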
Insulin prom up = MIN6 insulin promoter up-regulation. MIN6 insulin promoter-GFP reporter, high-content imaging; active compounds read high. z-score at 5 µM. 190,000 tested, 0.3% active. AID 1625;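 active = z-score above 3 at 5 µM with at least 500 cells counted in the well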
TNAP activation fold = stimulation of alkaline phosphatase TNAP activity – biochemical, luminescent, no phosphate acceptor, uHTS, primary screen (AID 1001); activation fold at 20 µM, or EC50 in µM where a hit was titrated; purified TNAP, luminescent activation assay, no phosphate acceptor; higher activation fold means a stronger effect; 200,000 tested, 0.03% active; in the data active = activation fold from about 3, or a potency from the dose series; inactive = the rest, 99 in 100 with activation fold below about 1.6; also: many of its hits are not listed in these tables
Insulin prom up cell count = recorded beside Insulin prom up, whose call it bears; cell count; measured here: cytotoxicity, nuclei count;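 total cells summed across four imaged fields per well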
Hep lipid drop cells 6.5 µM = recorded beside Hep lipid drop, whose call it bears; cell count; measured here: cell count, cytotoxicity flag;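 cells counted across two imaged fields per well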
b-catenin transl cell count 5 µM = also measured in b-catenin transl; calls as there; cell count; measured here: cell count, cytotoxicity flag
T cell modulator vesicle-bound % = second read-out of T cell modulator, no call of its own (marks repeat the call); double positive events, %; measured here: CD8+ vesicle-bound cell fraction;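 binding gate set so that unloaded-vesicle control wells show 10% double positive cells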
MT stabilize HCS Hoechst-high % = recorded beside MT stabilize HCS, whose call it bears; % Hoechst-high responders; measured here: nuclear condensation Hoechst responders;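 share of cells brighter than vehicle mean plus two SD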
MT stabilize HCS cytotoxicity % = further read-out of MT stabilize HCS, marked with its call; toxicity, %; measured here: cytotoxicity by cell density;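 0% = mean cell density of plate MIN control wells and 100% = no cells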
Autophagy HCS cell loss 18 h = further read-out of Autophagy HCS, marked with its call; toxicity, %; measured here: cell loss, nuclei count;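 cell loss after 18 h compound exposure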
Active calls of the source: *; i = inactive; . = not tested or not shown. Rule as the data show it, unless noted: active = inhibition above about 50%; inactive = the rest. Random draw from the library; any-hit rate near 2.9%.

SMILES	T cell modulator	T cell modulator vesicle-bound %	b-catenin transl	b-catenin transl cell count 5 µM	MT stabilize HCS	MT stabilize HCS Hoechst-high %	MT stabilize HCS cytotoxicity %	Hep lipid drop	Hep lipid drop cells 6.5 µM	PMI inhibition	Autophagy HCS	Autophagy HCS cell loss 18 h	human PMI inhibition	Insulin prom up	Insulin prom up cell count	TNAP activation fold
CC(C)(C)c1ccc(C(=O)CSc2nc3ccccc3c(=O)[nH]2)cc1	i	10	3.0	976	1.8	1.1	7.7	6	795	-7%	i	-10	-6%	0.54	833	1
O=C(COc1ccccc1[N+](=O)[O-])N/N=C/c1ccc(OC(=O)c2ccco2)cc1	i	44	1.6	1021	1.4	1.7	0.5	-13	591	44%	i	3	16%	-0.01	1531	1.2
CCOc1ccccc1NC(=O)c1cc(SC)ccc1Cl	i	25	-0.6	1050	12	5.5	26	5	686	14%	i	-2	14%	-1.1	1161	1.1
C/C(N)=C(/C#N)C(=O)COC(=O)c1cc(-c2ccc(Br)cc2)nc2ccccc12	i	36	7.5	1062	6.4	4.0	2.1	24	742	8%	i	15	18%	0.93	1312	0.9
CCCCc1ccc(NC(=S)NCCN2CCOCC2)cc1	i	56	-4.7	1128	3.3	2.2	3.5	-19	665	-3%	i	12	0%	-0.93	1523	1.1
CC1(c2ccccc2)CC(C)(C)N(C(=O)C2CCCO2)c2ccccc21 (stereo not given)	i	15	.	.	1.2	0.7	1.7	-16	763	9%	i	-4	12%	0.79	844	1.1
O=c1[nH]c2ccccc2c(O)c1-[n+]1ccccc1	i	11	0.4	1340	.	.	.	13	740	.	.	.	.	-0.07	1115	.
CCC(C)(C)n1nnnc1C(c1ccc(OC)c(OC)c1)N1CCN(c2ccccc2)CC1 (stereo not given)	i	30	.	.	2.7	2.1	6.1	14	684	2%	i	0	4%	-0.9	1248	1.1
CCC(=O)Nc1cc(C(=O)O)ccc1S(=O)(=O)c1ccc(C)cc1	i	53	-4.1	570	2.5	2.6	5.0	12	769	-24%	i	23	-23%	0.59	1291	1.1
FC(F)Oc1ccc(NC(=S)NN2CCOCC2)cc1	i	24	-5.4	1293	1.4	1.2	6.9	-2	794	-3%	i	-7	-3%	-0.37	1061	1.2
Nc1nc(SCC(=O)N2CCCCC2)[nH]c(=O)c1NC(=O)c1cccs1	i	23	1.5	1319	.	.	.	21	679	.	.	.	.	-0.99	1067	.
Cc1ccc(O)c(C=Nc2ccc3[nH]ncc3c2)c1	i	42	-1.3	958	8.4	3.1	15	13	618	.	i	-7	52%*	-0.21	1330	1.4
Cc1cc(Oc2ccc(N)cn2)ccc1Cl	i	43	0.0	1299	.	.	.	11	744	.	.	.	.	-0.59	1116	.
O=C(Nc1nccs1)c1cc(S(=O)(=O)N2CCOCC2)ccc1Cl	i	43	-3.1	1206	.	.	.	-2	778	-4%	.	.	0%	-0.64	1316	1.1
Nc1nc(SCC(=O)Nc2ccc(Oc3ccccc3)cc2)n[nH]1	i	49	2.3	515	5.3	3.8	11	22	754	0%	i	-15	4%	-0.13	1233	1.2
COC(=O)[C@@H]1C[C@@]2(O)[C@H](O)[C@H](O)[C@H](O)C[C@H]2N1CC1CC1	i	2	0.9	1385	.	.	.	49	744	.	.	.	.	-0.37	937	.
CSc1ccccc1NC(=S)Nc1ccc(S(N)(=O)=O)cc1	i	34	-0.3	1086	3.3	2.3	6.8	6	698	4%	i	10	-8%	.	.	0.8
Cc1ccc(-n2c(SCC(N)=O)nnc2-c2ccc(S(=O)(=O)N3CCCCC3)cc2)c(C)c1	i	46	-2.7	1138	2.3	1.8	4.2	7	818	2%	i	-2	13%	-0.63	962	1.1
O=C(CSc1ccc(Cl)cc1)Nc1ccccc1N1CCN(C(=O)c2ccccc2)CC1	i	49	.	.	4.4	2.1	2.2	.	.	12%	i	-24	11%	-0.61	714	1.1
Cc1cc(C)c(C(=O)CC2(O)C(=O)Nc3ccccc32)cc1C (stereo not given)	i	60	.	.	1.7	1.2	13	-31	745	5%	i	22	6%	1.4	748	1.1
O=C(Nc1ccc(Br)c2cccnc12)c1ccc(Cn2cc([N+](=O)[O-])cn2)o1	i	47	-6.1	1183	5.1	4.2	1.5	.	.	16%	i	8	8%	0	1047	1.1
Nc1nn(-c2ccccc2)c(N)c1N=Nc1ccccc1F	i	41	1.2	519	26*	29*	56*	13	648	-2%	i	0	0%	-0.08	977	0.9
CC1CCCCN1C(=O)CSc1nc2ccsc2c(=O)n1Cc1ccccn1 (stereo not given)	i	26	.	.	10	1.2	3.2	.	.	7%	i	-7	9%	.	.	1.1
COc1ccc(/C=N/Nc2nnc(Cc3ccccc3)c(=O)[nH]2)cc1	i	16	-0.8	1176	.	.	.	32	740	.	.	.	.	0.28	1383	.
COc1cccc(OCC(=O)NNC(=O)CCc2ccccc2)c1	i	65	-2.9	1088	2.1	2.9	6.5	-3	674	0%	i	-16	0%	0.75	1403	1.9
Cc1cc(O)c2c(-c3ccccc3)cc(=O)oc2c1	i	44	.	.	4.9	2.6	5.7	6	712	6%	i	4	8%	-0.1	1337	1.1
CCCc1cc2c(cc1NS(=O)(=O)c1ccc(CCNC(C)=O)cc1)OCO2	i	38	0.0	811	5.4	3.5	9.6	.	.	6%	i	11	-1%	-0.63	1340	1
NC1=NC(=O)CC(C(=O)NCCc2ccccc2)S1 (stereo not given)	i	22	.	.	2.6	1.2	6.2	.	.	4%	i	-6	2%	-0.17	880	1
COC(=O)CC1C(=O)NCCN1C(=O)NC1CCCCC1 (stereo not given)	i	45	.	.	1.7	1.4	3.1	.	.	-5%	i	-14	-4%	0.2	966	1.1
O=C(CCCn1c(=S)[nH]c2ccccc2c1=O)NC1CCCCC1	i	38	-7.2	1175	1.0	1.7	9.4	-7	792	3%	i	0	7%	.	.	1.2
CCC(C)c1ccc(NC(=S)Nc2ccc(OC)cc2)cc1 (stereo not given)	i	38	-0.7	1053	5.0	1.1	5.4	1	622	18%	i	6	14%	0.07	1447	1
O=C(NC(=S)Nc1ccc2oc(-c3cccnc3)nc2c1)c1cccc(Cl)c1	i	17	1.9	1353	11	2.8	1.1	.	.	-7%	i	-6	2%	-0.3	1596	1
Cc1ccc(OCC(=O)N2CCN(c3nnc(-c4ccc(C)cc4)c4ccccc34)CC2)cc1	i	8	.	.	1.1	0.6	11	14	806	10%	i	3	14%	-1.4	780	1.1
O=C(CC(=O)NN=C1CCCC1)NCCc1ccccc1	i	40	-1.1	1351	3.7	1.4	5.7	.	.	9%	i	4	12%	1.5	1553	1.1
Cc1nc(-c2cccs2)sc1C(=O)O	i	48	-1.7	1328	.	.	.	16	612	.	.	.	.	1.2	958	.
CCOC(=O)N1CCN(C(=O)CN(c2ccc(OC)c(OC)c2)S(C)(=O)=O)CC1	i	25	-3.9	917	2.2	1.4	9.0	.	.	-3%	i	-27	-7%	-0.33	1627	1.1
O=C(Cc1ccccc1)Nc1cc(C(=O)c2ccccc2)ccc1N1CCOCC1	i	51	.	.	3.3	1.0	0.9	13	796	-4%	i	-4	4%	-0.48	967	1.2
O=C(C1CCN(S(=O)(=O)c2ccccc2)CC1)N1CCOCC1	.	.	3.7	1015	4.6	1.3	7.1	26	790	6%	i	25	9%	.	.	1.1
CCN(CC)CCSc1nc(O)c(-c2ccccc2)c(=O)n1-c1ccccc1	i	16	0.3	1512	2.0	1.7	5.0	2	693	3%	i	-35	6%	0.08	1476	1.1
COc1ccc(NC(=O)CSc2nnc(-c3ccccc3F)n2C2CC2)cc1S(N)(=O)=O	i	40	-0.1	1087	1.8	2.5	11	1	702	10%	i	0	9%	-0.15	1182	1.2
O=C(CN1CCSCC1)N/N=C/c1ccc(F)c(F)c1	i	54	.	.	1.7	1.7	7.0	-7	765	-8%	i	-2	0%	0.34	945	1.1
Cc1cc(C)cc(NC(=O)C(=S)NCc2ccccc2)c1	i	41	0.3	1003	4.5	1.8	2.1	-2	644	15%	i	-35	15%	0.41	1501	1.3
O=C(O)CCCN1C(=O)C2C3CCC(O3)C2C1=O (stereo not given)	i	54	-0.5	995	5.9	1.7	6.9	4	679	-6%	i	-5	-7%	0.6	1270	1.1
O=C(c1ccncc1)N(c1ccc2oc3c(c2c1)CCCC3)S(=O)(=O)c1cccc([N+](=O)[O-])c1	i	44	-0.2	926	2.7	4.3	8.2	-10	639	6%	i	10	11%	-0.32	1230	1

5 consecutive records already listed, for reference:
SMILES	T cell modulator	T cell modulator vesicle-bound %	b-catenin transl	b-catenin transl cell count 5 µM	MT stabilize HCS	MT stabilize HCS Hoechst-high %	MT stabilize HCS cytotoxicity %	Hep lipid drop	Hep lipid drop cells 6.5 µM	PMI inhibition	Autophagy HCS	Autophagy HCS cell loss 18 h	human PMI inhibition	Insulin prom up	Insulin prom up cell count	TNAP activation fold
CC(C)(C)c1ccc(C(=O)CSc2nc3ccccc3c(=O)[nH]2)cc1	i	10	3.0	976	1.8	1.1	7.7	6	795	-7%	i	-10	-6%	0.54	833	1
O=C(COc1ccccc1[N+](=O)[O-])N/N=C/c1ccc(OC(=O)c2ccco2)cc1	i	44	1.6	1021	1.4	1.7	0.5	-13	591	44%	i	3	16%	-0.01	1531	1.2
CCOc1ccccc1NC(=O)c1cc(SC)ccc1Cl	i	25	-0.6	1050	12	5.5	26	5	686	14%	i	-2	14%	-1.1	1161	1.1
C/C(N)=C(/C#N)C(=O)COC(=O)c1cc(-c2ccc(Br)cc2)nc2ccccc12	i	36	7.5	1062	6.4	4.0	2.1	24	742	8%	i	15	18%	0.93	1312	0.9
CCCCc1ccc(NC(=S)NCCN2CCOCC2)cc1	i	56	-4.7	1128	3.3	2.2	3.5	-19	665	-3%	i	12	0%	-0.93	1523	1.1
